Bioassay records: PubChem BioAssay, Broad Institute
NSD2 block: NSD2 (human) methyltransferase inhibition; NSD2-SET H3K36me1 DELFIA fluorescence, biochemical; inhibition, % at 12.5 µM; O96028; hit rate 0.07% among 44,000; in the data active = inhibition above about 54%, passing the limit was not always enough; inconclusive = no clear call, values can overlap the other calls;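 note: inhibitors reduce the monomethyl H3K36 fluorescence signal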
* hit, by the source's call; ? = inconclusive.

NSD2 block	compound
24.9	CCCC#Cc1ccc2c(c1)O[C@@H](CN(C)C)[C@@H](C)CN([C@H](C)CO)S2(=O)=O
0.0	CN(CC[C@@H](Oc1ccc(-c2ccccc2)cc1)c1ccc(F)cc1)CC(=O)O
2.1	COc1ccc(S(=O)(=O)N(C)C[C@@H]2Oc3ccc(NC(=O)CCCCCC(=O)Nc4ccccc4N)cc3C(=O)N([C@@H](C)CO)C[C@H]2C)cc1
11.0	Cc1ccc(S(=O)(=O)Nc2cccc3c2O[C@@H](CN(C)C(=O)Nc2ccccc2)[C@@H](C)CN([C@H](C)CO)C3=O)cc1
-0.2	CN1CCN(C(=O)C[C@H]2C[C@@H]3c4cc(NC(=O)Nc5ccccc5F)ccc4O[C@@H]3[C@@H](CO)O2)CC1
6.6	C[C@@H]1CN([C@@H](C)CO)C(=O)c2ccccc2-c2ccccc2CO[C@@H]1CN(C)C(=O)c1ccncc1
-7.1	C[C@H](CO)N1C[C@H](C)[C@@H](CN(C)C(=O)CC2CC2)Oc2ncc(C#CC3(O)CCCC3)cc2C1=O
6.4	COCC#Cc1ccc2c(c1)O[C@@H](CN(C)Cc1ccccc1F)[C@H](C)CN([C@@H](C)CO)S2(=O)=O
-8.7	C[C@@H]1CN([C@H](C)CO)C(=O)Cc2cc(NC(=O)Nc3ccc(C(F)(F)F)cc3)ccc2O[C@H]1CN(C)Cc1ccc(C(F)(F)F)cc1
-8.1	C[C@H]1CN([C@@H](C)CO)C(=O)c2cccc(NC(=O)Nc3ccc(C(F)(F)F)cc3)c2O[C@@H]1CN(C)C(=O)Nc1ccccc1
6.4	COCCNC(=O)C[C@H]1C[C@H]2c3cc(NC(=O)CN(C)C)ccc3O[C@H]2[C@H](CO)O1
3.4	C[C@H](CO)N1C[C@H](C)[C@H](CN(C)C(=O)Nc2ccccc2)Oc2ncc(C#Cc3ccccc3)cc2C1=O
-4.1	C[C@H](CO)N1C[C@H](C)[C@@H](CN(C)C(=O)c2ccccc2)OCCCC[C@H](C)Oc2ccc(NC(=O)Cc3ccccc3)cc2C1=O
-4.1	C/C=C/c1ccc2c(c1)O[C@H](CN(C)Cc1ccncc1)[C@@H](C)CN([C@H](C)CO)S2(=O)=O
0.6	C[C@H]1CN([C@@H](C)CO)C(=O)Cc2cc(NC(=O)C3CCCCC3)ccc2O[C@H]1CN(C)C(=O)Nc1ccc2c(c1)OCO2

New compounds follow
NSD2 block	compound
-4.8	C[C@H](CO)N1C[C@H](C)[C@@H](CN(C)S(=O)(=O)c2ccc(Cl)cc2)OCc2ccccc2-c2ccccc2C1=O
-4.9	COc1ccc(NC(=O)N(C)C[C@H]2Oc3cc(-c4ccc(C)cc4)ccc3S(=O)(=O)N([C@@H](C)CO)C[C@@H]2C)cc1
-2.2	COc1ccc(S(=O)(=O)Nc2ccc3c(c2)CC(=O)N([C@@H](C)CO)C[C@H](C)[C@@H](CN(C)S(=O)(=O)c2ccccc2)O3)cc1
0.9	COc1ccc(NC(=O)Nc2ccc3c(c2)[C@H]2C[C@H](CC(=O)NCc4ccncc4)O[C@H](CO)[C@H]2O3)cc1
-6.1	C[C@@H]1CN([C@@H](C)CO)C(=O)c2ccccc2-c2ccccc2CO[C@@H]1CN(C)C(=O)Nc1cccc(F)c1
-1.4	C[C@@H](NC(=O)C[C@H]1C[C@H]2c3cc(NC(=O)C4CCOCC4)ccc3O[C@H]2[C@@H](CO)O1)c1ccccc1
-9.3	CCC(=O)N(C)C[C@@H]1Oc2ncc(C#Cc3ccccc3)cc2C(=O)N([C@@H](C)CO)C[C@H]1C
2.1	CC(=O)OCC(=O)[C@H]1CC[C@H]2[C@@H]3CCC4=CC(=O)CC[C@]4(C)[C@H]3CC[C@]12C
1.4	C[C@H]1CCCCO[C@@H](CN(C)C(=O)c2ccccc2)[C@@H](C)CN([C@@H](C)CO)C(=O)c2cc(NC(=O)Nc3ccc(F)cc3)ccc2O1
-2.7	CCC(=O)N(C)C[C@H]1Oc2cc(C3=CCCC3)ccc2S(=O)(=O)N([C@@H](C)CO)C[C@@H]1C
-2.9	C[C@@H]1CN([C@@H](C)CO)S(=O)(=O)c2ccc(C#CC3CC3)cc2O[C@H]1CN(C)C(=O)c1cccnc1
-2.4	CC(C)NC(=O)N(C)C[C@@H]1Oc2cc(-c3cncnc3)ccc2S(=O)(=O)N([C@H](C)CO)C[C@H]1C
-0.2	C[C@@H]1CN([C@@H](C)CO)S(=O)(=O)c2ccc(-c3cncnc3)cc2O[C@@H]1CN(C)C(=O)c1ccc2c(c1)OCO2
11.3	CCO[C@H]1OC(C(=O)O)=C[C@@H](c2cn(C(C)=O)c3ccccc23)[C@@H]1CCCO
?	CC(C)NC(=O)Nc1ccc2c(c1)C(=O)N([C@@H](C)CO)C[C@@H](C)[C@H](CN(C)C(=O)CCCN(C)C)OCCCC[C@H](C)O2

Remaining list, next part
NSD2 block	compound
-0.7	C[C@H](CO)N1C[C@H](C)[C@@H](CN(C)S(=O)(=O)c2ccccc2)Oc2ccc(NC(=O)CCCCCC(=O)Nc3ccccc3N)cc2CC1=O
0.5	C[C@H](CO)N1C[C@H](C)[C@H](CN(C)C(=O)C2CCCCC2)Oc2ncc(-c3ccccc3)cc2C1=O
4.6	Cc1cc(C(=O)Nc2cccc3c2O[C@@H](CN(C)Cc2ccc(Oc4ccccc4)cc2)[C@H](C)CN([C@@H](C)CO)C3=O)n(C)n1
-1.0	C[C@H](CO)N1C[C@H](C)[C@@H](CN(C)C(=O)Nc2ccc(C(F)(F)F)cc2)Oc2ccc(NS(=O)(=O)c3ccc(F)cc3)cc2CC1=O
4.6	C[C@@H]1CN([C@H](C)CO)C(=O)c2cc(C3=CCCC3)cnc2O[C@H]1CN(C)S(C)(=O)=O
-0.9	C[C@@H]1CN([C@H](C)CO)C(=O)c2cc(NC(=O)NC3CCCCC3)ccc2O[C@H]1CN(C)C(=O)Nc1ccccc1
4.1	CC(C)CC#Cc1cnc2c(c1)C(=O)N([C@@H](C)CO)C[C@H](C)[C@@H](CN(C)C(=O)CCN1CCCCC1)O2
-6.3	C[C@@H]1CN([C@H](C)CO)C(=O)c2cc(NS(=O)(=O)c3ccc(Cl)cc3)ccc2O[C@@H]1CN(C)C(=O)Nc1ccccc1
-0.4	CCCC#Cc1ccc2c(c1)O[C@H](CN(C)C(=O)C1CC1)[C@H](C)CN([C@H](C)CO)S2(=O)=O
0.0	C[C@H](CO)N1C[C@H](C)[C@@H](CN(C)Cc2ccc(C(=O)O)cc2)OCCCC[C@H](C)Oc2ccc(NC(=O)c3ccccc3)cc2C1=O
-0.3	C[C@H](CO)N1C[C@H](C)[C@@H](CN(C)Cc2ccc(Cl)c(Cl)c2)Oc2ccc(NC(=O)C3CC3)cc2C1=O
-17.7	CCCN(C)C[C@@H]1Oc2ncc(-c3ccccc3F)cc2C(=O)N([C@H](C)CO)C[C@H]1C
5.3	COc1ccc(S(=O)(=O)N(C)C[C@@H]2Oc3ccc(N(C)C)cc3CC(=O)N([C@@H](C)CO)C[C@@H]2C)cc1
0.7	C[C@@H]1CN([C@@H](C)CO)C(=O)c2cccc(NC(=O)c3nc4ccccc4s3)c2O[C@H]1CN(C)Cc1ccc(C(F)(F)F)cc1
-0.3	C[C@@H]1CCCCO[C@H](CN(C)Cc2ccc(C(=O)O)cc2)[C@H](C)CN([C@@H](C)CO)C(=O)c2cc(NC(=O)CCC(F)(F)F)ccc2O1

Further results.
NSD2 block	compound
0.5	C[C@@H]1CN([C@H](C)CO)S(=O)(=O)c2ccc(C#CCN(C)C)cc2O[C@H]1CN(C)CC1CCCC1
1.4	CCC(=O)N(C)C[C@@H]1Oc2cc(-c3ccc(C)cc3)ccc2S(=O)(=O)N([C@@H](C)CO)C[C@H]1C
?	C[C@@H]1CN([C@@H](C)CO)C(=O)c2cc(N(C)C)ccc2O[C@@H](C)CCCCO[C@H]1CN(C)C(=O)CCC(F)(F)F
-19.4	COCC#Cc1ccc2c(c1)O[C@H](CN(C)C)[C@@H](C)CN([C@H](C)CO)S2(=O)=O
-3.0	CC(C)NC(=O)Nc1cccc2c1O[C@H](CN(C)Cc1ccc(C(=O)Nc3ccccc3N)cc1)[C@H](C)CN([C@@H](C)CO)C2=O
-0.5	C[C@H](CO)N1C[C@H](C)[C@@H](CN(C)S(=O)(=O)c2ccccc2)Oc2cc(Br)ccc2S1(=O)=O
-2.8	CC(=O)N(C)C[C@H]1Oc2cc(C#Cc3cccc(F)c3)ccc2S(=O)(=O)N([C@@H](C)CO)C[C@H]1C
-0.8	COCC(=O)N(C)C[C@H]1Oc2cc(-c3ccc(C#N)cc3)ccc2S(=O)(=O)N([C@@H](C)CO)C[C@@H]1C
-0.4	C[C@@H]1CCCCO[C@H](CN(C)C(=O)C2CCCCC2)[C@H](C)CN([C@@H](C)CO)C(=O)c2cc(N(C)C)ccc2O1
2.6	C[C@@H]1CN([C@H](C)CO)C(=O)c2cccc(NS(=O)(=O)c3ccc(Cl)cc3)c2O[C@H]1CN(C)S(=O)(=O)c1cn(C)cn1
0.6	COc1ccc(CN(C)C[C@@H]2Oc3ccc(NS(=O)(=O)c4cccs4)cc3C(=O)N([C@H](C)CO)C[C@@H]2C)cc1
-3.7	CCCC#Cc1cnc2c(c1)C(=O)N([C@@H](C)CO)C[C@@H](C)[C@H](CN(C)Cc1ccccc1)O2
2.3	Cc1ccc(-c2cnc3c(c2)C(=O)N([C@@H](C)CO)C[C@@H](C)[C@H](CN(C)CC2CCOCC2)O3)cc1
-1.4	C[C@H](CO)N1C[C@H](C)[C@@H](CN(C)CC2CCCCC2)OCCCC[C@H](C)Oc2ccc(NC(=O)CCC(F)(F)F)cc2C1=O
-12.7	C[C@@H]1CN([C@H](C)CO)C(=O)c2cc(NS(=O)(=O)c3ccc(Cl)cc3)ccc2O[C@@H]1CN(C)S(=O)(=O)c1ccc(Cl)cc1

(listing goes on)
NSD2 block	compound
-30.3	COc1ccc(S(=O)(=O)Nc2cccc3c2O[C@@H](CN(C)S(=O)(=O)c2c(C)noc2C)[C@H](C)CN([C@H](C)CO)C3=O)cc1
9.1	C[C@@H]1CN([C@H](C)CO)S(=O)(=O)c2ccc(-c3cncnc3)cc2O[C@@H]1CN(C)C(=O)c1ccc2c(c1)OCO2
1.0	COc1ccc(S(=O)(=O)Nc2ccc3c(c2)C(=O)N([C@H](C)CO)C[C@H](C)[C@@H](CN(C)C(=O)Nc2ccccc2)OCCCC[C@@H](C)O3)cc1
0.4	C[C@@H]1CCCCO[C@@H](CN(C)C(=O)C2CCCCC2)[C@H](C)CN([C@@H](C)CO)C(=O)c2cc(NC(=O)c3ccncc3)ccc2O1
2.1	C[C@@H]1CN([C@@H](C)CO)C(=O)Cc2cc(NS(=O)(=O)c3ccc(F)cc3)ccc2O[C@H]1CN(C)S(=O)(=O)c1cn(C)cn1
-4.2	COc1ccc(S(=O)(=O)Nc2ccc3c(c2)CC(=O)N([C@H](C)CO)C[C@H](C)[C@@H](CN(C)S(=O)(=O)c2ccc(F)cc2)O3)cc1
3.8	COCC(=O)N(C)C[C@H]1Oc2cc(C3=CCCC3)ccc2S(=O)(=O)N([C@H](C)CO)C[C@@H]1C
-2.4	COc1ccc(Br)c(/C=N/NC(=O)c2cccc(C(=O)NO)c2)c1
-1.9	CC(=O)N(C)C[C@@H]1Oc2cc(-c3cccc(F)c3)ccc2S(=O)(=O)N([C@H](C)CO)C[C@@H]1C
2.6	Cc1ccc(S(=O)(=O)Nc2ccc3c(c2)CC(=O)N([C@@H](C)CO)C[C@@H](C)[C@@H](CN(C)S(=O)(=O)c2ccc(Cl)cc2)O3)cc1
3.8	COc1ccccc1CNC(=O)C[C@@H]1C[C@H]2c3cc(NC(=O)CC4CC4)ccc3O[C@H]2[C@H](CO)O1
-4.7	C[C@@H]1CN([C@H](C)CO)C(=O)c2cc(C#Cc3cccnc3)cnc2O[C@@H]1CN(C)S(=O)(=O)c1ccccc1F
1.2	C[C@H](CO)N1C[C@H](C)[C@H](CN(C)Cc2ccc(C(=O)O)cc2)Oc2c(NC(=O)c3ccc(-c4nccs4)cc3)cccc2C1=O
-5.0	CCCNC(=O)N(C)C[C@@H]1Oc2cc(C#CCOC)ccc2S(=O)(=O)N([C@@H](C)CO)C[C@@H]1C
11.7	C[C@H]1CCCCO[C@@H](CN(C)S(=O)(=O)c2ccccc2)[C@@H](C)CN([C@@H](C)CO)C(=O)c2cc(NC(=O)CCC(F)(F)F)ccc2O1
-7.1	C[C@@H]1CN([C@@H](C)CO)C(=O)c2cc(NC(=O)Nc3ccc4c(c3)OCO4)ccc2O[C@@H]1CN(C)S(=O)(=O)c1ccc(Cl)cc1
2.9	C[C@@H]1CN([C@H](C)CO)C(=O)Cc2cc(NC(=O)Nc3ccccc3)ccc2O[C@H]1CN(C)S(=O)(=O)c1cn(C)cn1

Some of the compounds tested; rates above refer to the full screens.
